# High-throughput results from PubChem.
# ERp5 block: inhibitors of ERp5-driven insulin aggregation, primary screen, biochemical, turbidity, absorbance 650 nm, single point. Protein disulfide-isomerase A6 (Homo sapiens), Q15084. hit rate 0.05% among 350,000. inhibition, % at 9.99 µM. 90 min;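 active = mean replicate inhibition above about 25%, with every replicate also reaching it, limit read from the data, passing the limit was not always enough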
# Target sequence (Q15084 whole entry, looked up): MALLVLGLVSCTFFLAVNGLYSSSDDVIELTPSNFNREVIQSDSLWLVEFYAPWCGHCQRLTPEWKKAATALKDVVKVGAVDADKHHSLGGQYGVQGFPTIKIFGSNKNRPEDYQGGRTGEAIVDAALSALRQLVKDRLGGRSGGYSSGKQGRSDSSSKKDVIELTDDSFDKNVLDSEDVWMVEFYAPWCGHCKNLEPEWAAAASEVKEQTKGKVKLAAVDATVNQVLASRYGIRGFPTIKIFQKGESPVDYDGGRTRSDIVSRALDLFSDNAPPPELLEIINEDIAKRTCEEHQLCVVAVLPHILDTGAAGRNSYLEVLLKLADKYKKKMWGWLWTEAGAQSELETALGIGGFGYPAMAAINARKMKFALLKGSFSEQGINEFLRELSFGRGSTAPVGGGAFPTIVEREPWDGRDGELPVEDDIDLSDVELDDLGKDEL
# SIRT5 block: SIRT5 desuccinylase inhibitors, primary screen, biochemical, fluorescence imaging, single point, set 5. hit rate 1.1% among 330,000. AID 652115, 2013. NAD-dependent protein deacylase sirtuin-5, mitochondrial (Homo sapiens), Q9NXA8. Purified SirT5, succinyl-peptide AMC, trypsin-coupled fluorescence. inhibition, % at 15 µM; in the data active = inhibition above about 15%
# Target sequence (Q9NXA8 whole entry, looked up): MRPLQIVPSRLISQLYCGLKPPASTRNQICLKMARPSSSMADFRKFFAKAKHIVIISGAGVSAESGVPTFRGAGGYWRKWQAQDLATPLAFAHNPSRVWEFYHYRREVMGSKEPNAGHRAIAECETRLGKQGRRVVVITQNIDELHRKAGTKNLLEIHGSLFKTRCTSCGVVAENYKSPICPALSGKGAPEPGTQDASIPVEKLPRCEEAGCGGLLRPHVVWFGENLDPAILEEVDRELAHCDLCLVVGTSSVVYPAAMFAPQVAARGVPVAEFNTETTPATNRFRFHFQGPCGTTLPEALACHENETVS
# * = called active by the depositor; & = joins results of further samples.
SMILES,ERp5 block,SIRT5 block
CC(C)CC#Cc1ccc([C@H]2[C@H](CO)N3C(=O)CN(C(=O)c4ccc5c(c4)OCO5)C[C@@H]23)cc1,1,-6
Cc1ccc(C(=O)CSc2nc3c([nH]2)c(=O)n(C)c(=O)n3C)cc1,-7,-2
CCS(=O)(=O)N1CC2(CN(C(=O)c3ccc(F)cc3)[C@@H](CO)c3c2c2ccc(OC)cc2n3C)C1,1,-6
CS(=O)(=O)N1CC2(C1)[C@@H](c1ccccc1)[C@H](CO)N2Cc1ccc(F)cc1,3,2
Cc1cccc(NC(=O)CSc2nnc(NC(=O)c3ccc(S(=O)(=O)N4CCOCC4)cc3)s2)c1C,-4,-4
COC(=O)C(C(=O)Nc1cccc(Cl)c1C)C1CCCC1 (stereo not drawn),1,-8
C[C@@H]1CCCCO[C@@H](CN(C)C(=O)Nc2ccc3c(c2)OCO3)[C@@H](C)CN([C@@H](C)CO)C(=O)c2cc(NC(=O)Nc3cccc4ccccc34)ccc2O1,10,4
CC(C)[C@H](NC(=O)c1ccccc1)C(=O)N1CCC[C@H]1C(=O)NCCc1ccccc1Cl,1,-1
COc1ccc2c3c(n(C)c2c1)[C@@H](CO)N(C(=O)c1cccnc1)CC31CN(S(C)(=O)=O)C1,3,0
O=C(Cc1ccccc1)N1CC(=O)N2[C@@H](CO)[C@H](c3ccc(Br)cc3)[C@@H]2C1,5,0
N#C[C@@H]1[C@H](c2ccccc2-c2ccccc2)[C@@H](CO)N1C(=O)NC1CCCCC1,0,2
O=CN1CCCN(Cc2nc(-c3cccc(Cl)c3)no2)CC1,-1,0
CC(C)C[C@H]1CN(CCCC[C@@H]2CNC(=O)C(=O)N2CC2CCCCC2)C(=O)C(=O)N1CCc1ccccc1,2,-2
COC(=O)C[C@@H]1CC[C@@H](NC(=O)C2CCC2)[C@@H](CO)O1,-2,-5
COc1ccc(NC(=O)N(C)C[C@@H]2OCCCC[C@H](C)Oc3ccc(NS(=O)(=O)c4ccc(F)cc4)cc3C(=O)N([C@H](C)CO)C[C@H]2C)cc1,2,12
COc1ccccc1S(=O)(=O)N1C[C@@H]2N[C@H](C1)C2c1ccc(-c2ccc(F)cc2)cc1 (stereo partly drawn),-1&5,2&-2
COc1ccc2c3c(n(C)c2c1)[C@@H](CO)N(C(=O)CN(C)C)CC31CCN(Cc2cncnc2)CC1,3,-1
O=C(Nc1ccc(F)cc1)N[C@@H]1CC[C@H](CCNC(=O)c2ccccc2F)O[C@@H]1CO,12,-1
CCC(c1nnnn1-c1ccc2c(c1)OCCO2)N1CCN(c2ccc(C(F)(F)F)cc2[N+](=O)[O-])CC1 (stereo not drawn),5,-6
O=C(COc1ccc([N+](=O)[O-])cc1)NC(=O)NC1CCS(=O)(=O)C1 (stereo not drawn),-3,4
O=C(CSc1nnc(CNC(=O)c2cccs2)o1)Nc1ccccc1,3,-4
C/C=C/c1ccc([C@@H]2[C@@H](CO)N(C(=O)C3CCC3)C23CN(S(=O)(=O)CC)C3)cc1,-1,1
Cc1cc(NC(=O)Cn2c(=O)n(CCCCC(=O)NC3CCN(Cc4ccccc4)CC3)c(=O)c3ccccc32)n[nH]1,5,-2
CCCNC(=O)N1CC2(CN(C(=O)COC)C2)c2c(n(C)c3cc(OC)ccc23)[C@H]1CO,-2,-2
CCCc1c(-c2ccc(Cl)cc2)ncn1Cc1cccc(-c2ccccc2)c1,-1,3

# Record cards, as listed above.
# CCCNC(=O)N1CC2(CN(C(=O)COC)C2)c2c(n(C)c3cc(OC)ccc23)[C@H]1CO reads ERp5 block: -2; SIRT5 block: -2
# CC(C)[C@H](NC(=O)c1ccccc1)C(=O)N1CCC[C@H]1C(=O)NCCc1ccccc1Cl reads ERp5 block: 1; SIRT5 block: -1

# The results go on.
SMILES,ERp5 block,SIRT5 block
COc1cccc(-c2ccc(CC[C@H]3O[C@H]4CC[C@@H](CO)O[C@H]4C[C@@H]3NC(=O)c3cnccn3)cc2)c1,1,5
COCC(=O)N1CCC2(CC1)CN[C@@H](CO)c1c2c2ccc(OC)cc2n1C,3,-3
COc1cc(/C=N/NC(=O)CCN2CCN(C(c3ccccc3)c3ccccc3)CC2)ccc1O,-9,0
CCOc1cc(/C=N/NC(=O)C(N)=O)cc(Br)c1O,-6,9
CN(CC(=O)NNC(=O)CCNS(=O)(=O)c1ccccc1)S(=O)(=O)c1ccc(Cl)cc1,-1,1
O=C1NC[C@@H](CCCCN2C[C@H](Cc3ccccc3)N(CC3CCCCC3)C(=O)C2=O)N(Cc2ccccc2)C1=O,6,-2
COc1ccc2c3c(n(C)c2c1)[C@@H](CO)N(C(=O)c1cccc(F)c1)CC31CN(C(=O)c2cccc(F)c2)C1,0,3
CC(C)(C)S(=O)N1Cc2cc(C(=O)NCc3ccc(Oc4ccccc4)cc3)nc(-c3cccc(-c4cccc(F)c4)c3)c2[C@@H]1CCO (stereo partly drawn),6,2
O=S(=O)(c1cccc(Br)c1)N1CCN(C(=S)NCC2CCCO2)CC1 (stereo not drawn),-2,-7
COCC(=O)N[C@@H]1C[C@@H]2O[C@@H](CO)CC[C@@H]2O[C@@H]1CCc1ccc(-c2ccccc2)cc1,-1,-3
Cc1cccc(-c2ccc([C@H]3[C@@H](CO)N4C(=O)CN(C(=O)Cc5ccccn5)C[C@@H]34)cc2)c1,-2,-2
CC(C)C#Cc1ccc([C@H]2[C@H]3CN(S(=O)(=O)c4ccccc4)CC(=O)N3[C@H]2CO)cc1,-3,4
CCN(CC)CCn1c2c(c(SCC(=O)Nc3nc4ccccc4s3)nc1=O)CCCC2,2,8
CC(=O)NC[C@@H]1[C@@H](c2ccc(C3=CCCC3)cc2)[C@@H](CO)N1C(=O)C1CC1,8,-1
CCN(/N=C/C=C/c1ccccc1)c1cc(=O)n(C)c(=O)[nH]1,2,10
C[C@H]1CN([C@@H](C)CO)C(=O)Cc2cc(NC(=O)CCCCCC(=O)Nc3ccccc3N)ccc2O[C@H]1CN(C)C(=O)Nc1cccc2ccccc12,0,-3
O=C(NC[C@@H]1[C@@H](c2ccccc2)[C@@H](CO)N1Cc1cccnc1)C1CCCC1,12,-1
CC(C)C[C@@H]1O[C@H](C(C)C)Cc2[nH][nH]c(=O)c21,-4,-3
O=c1c2cc3ccccc3nc2ncn1CCc1ccc(Cl)cc1,-1,2
O=C1CN(S(=O)(=O)Cc2ccccc2)C[C@@H]2[C@@H](c3ccc(C#Cc4cccnc4)cc3)[C@@H](CO)N12,-3,6
CCCCCCCCN1C(=O)[C@H](CC(=O)NCC2CCCCC2)C[C@@]2(C(=O)OC)CCCCC=C12,-3,16*
CCOC(=O)C1=C(C)NC(c2cccs2)C(=O)N1 (stereo not drawn),-1,0
COc1ccc(C2=Nc3ccccc3N(C(=O)c3cc(Cl)cc(Cl)c3)C2C(=O)NCc2ccccc2)cc1 (stereo not drawn),4,-1
Cc1cccc(-c2ccc([C@H]3[C@H]4CN(C(=O)c5ccc6c(c5)OCO6)CC(=O)N4[C@H]3CO)cc2)c1,3,4
CNC[C@@H]1Oc2ncc(-c3ccccc3C)cc2C(=O)N([C@H](C)CO)C[C@@H]1C,0,1
# The list goes on.
SMILES,ERp5 block,SIRT5 block
O=C(CNC(=O)c1ccccc1)OCC(=O)N1N=C(c2ccc(Cl)cc2)CC1c1ccco1 (stereo not drawn),6,-1
O=C1CN(S(=O)(=O)c2ccccc2)C[C@H]2[C@@H](c3ccc(C#Cc4ccccc4)cc3)[C@H](CO)N12,2,1
CSCCC(NC(=O)c1ccccc1)C(=O)Nc1ccc(C)cc1 (stereo not drawn),2,-6
COc1ccc2c3c(n(C)c2c1)[C@@H](CO)N(CC1CC1)CC31CN(C(C)=O)C1,-8,1
C#CCNC(=O)C[C@@H]1C[C@@]2(C(=O)OCC)CCC=C2N(CCC2=CCCCC2)C1=O,-2,0
COCC#Cc1ccc([C@H]2[C@@H](CO)N3C(=O)CN(C(=O)Nc4ccc(F)cc4)C[C@@H]23)cc1,-2,-2
CC(C)C[C@H](NC(=O)CC1CCCC1)C(=O)N1CCC[C@H]1C(=O)NCc1ccccc1,0,2
Cc1noc(C)c1NC(=O)N(C)C[C@H]1Oc2c(NC(=O)CCCCCC(=O)Nc3ccccc3N)cccc2C(=O)N([C@@H](C)CO)C[C@H]1C,-7,3
CN1c2ccc(Br)cc2[C@H]2[C@H](CCN2C(=O)C2CCC2)[C@@H]1CO,4,1
CC(=O)NC[C@H]1[C@@H](c2ccc(-c3ccccc3F)cc2)[C@@H](CO)N1CCC(F)(F)F,-1,0
CC(C)CC1OC(C)CC2=C1C(=O)OC(C)(C)O2 (stereo not drawn),0,-2
CCOC(=O)[C@]12CCC=C1N(CCC1=CCCCC1)C(=O)[C@H](CC(=O)NCCCOC)C2,-2,-2
O=C(NCc1ccccc1)C1c2ccccc2OCC(=O)N1Cc1ccc2c(c1)OCO2 (stereo not drawn),-2,2
CCCC#Cc1ccc([C@@H]2[C@H](CO)N3C(=O)CN(C(=O)c4ccccc4)C[C@@H]23)cc1,-1,0
CN(C)CC(=O)N1[C@@H](C#N)[C@H](c2ccccc2-c2cccc(C(=O)N(C)C)c2)[C@@H]1CO,0,0
O=C(c1ccccc1)N1CC[C@@H]2[C@H]1c1cc(C#CC3CCCCC3)ccc1N[C@@H]2CO,-5,6
Cc1nnc(NC(=O)CSc2ccc([N+](=O)[O-])cn2)s1,-2,-2
CCS(=O)(=O)N1CC(=O)N2[C@H](CO)[C@@H](c3ccc(-c4ccccc4)cc3)[C@@H]2C1,-3,0
COC(=O)C1CCN(C2CC(=O)N(c3cc(C)cc(C)c3)C2=O)CC1 (stereo not drawn),3,-4
COc1cccc(CN2CC3(CCN(C)CC3)c3c([nH]c4cc(OC)ccc34)[C@@H]2CO)c1,-3,4
C[C@H](O)[C@@H]1C(=O)N2CCc3c([nH]c4c(-c5ccc6c(c5)OCO6)cccc34)[C@@H]2C[C@@H]1N(C)C(=O)Nc1ccccc1,3,3
CCOc1cc(CNc2ccc(Br)cc2)cc(Br)c1OCC(=O)NC(C)(C)C,-3,-4
Cc1cnn(C(=O)c2ccccc2Br)c1,3,-1
CCOC(=O)C1CCCN(C(=O)/C=C/c2ccc(OC)cc2)C1 (stereo not drawn),-1,0
COc1ccc(NC(=O)Nc2ccccc2F)c([N+](=O)[O-])c1,1,-4
# The list continues:
SMILES,ERp5 block,SIRT5 block
Cc1ccc(S(=O)(=O)Nc2cccc3c2O[C@@H](CN(C)S(=O)(=O)c2ccc(Cl)cc2)[C@H](C)CN([C@@H](C)CO)C3=O)cc1,-1,6
CC(C)Cn1c(SCC(=O)N2CCCc3ccccc32)nc2ccccc2c1=O,-1,4
CCC(=O)N1C[C@H](C)[C@H](OC)CN(C)C(=O)c2cc(NC(=O)CC(F)(F)F)ccc2OC[C@@H]1C,-1,4
CSc1ccccc1NC(=O)Nc1cccc(F)c1,2,-2
O=C(N/N=C/c1cc2c(cc1Br)OCO2)c1cccnc1,5,-2
COc1ccc2c3c(n(C)c2c1)[C@@H](CO)N(C(=O)CC1CC1)CC31CN(Cc2ccncc2)C1,16,-1
CCCCNC(=O)C[C@@H]1C[C@@]2(C(=O)OCC)CCC=C2N(Cc2cccc3ccccc23)C1=O,4,-3
COc1ccc(S(=O)(=O)Nc2ccc3c(c2)C(=O)N([C@@H](C)CO)C[C@H](C)[C@H](CN(C)S(=O)(=O)c2ccccc2)OCCCC[C@@H](C)O3)cc1,3,15*
COc1ccc2c3c([nH]c2c1)[C@H](CO)N(C(C)=O)CC31CCN(C(=O)c2ccc3c(c2)OCO3)CC1,-3,-3
COc1cccc(NC(=O)N2CC3(C2)[C@H](c2ccccc2)[C@@H](CO)N3C(=O)C2CCC2)c1,-2,4
COc1ccc2c3c([nH]c2c1)[C@@H](CO)N(S(=O)(=O)c1ccccc1)CC31CCN(C)CC1,-5,3
CN(C)CC(=O)N[C@@H]1C[C@@H]2O[C@@H](CO)CC[C@@H]2O[C@@H]1CCc1ccc(C#Cc2ccccc2)cc1,1,-6
COc1ccc(/C(N)=N/OC(=O)N2CCOCC2)cc1,-1,2
CC(C)NC(=O)N1CC(=O)N2[C@@H](CO)[C@H](c3ccc(/C=C/c4ccccc4)cc3)[C@@H]2C1,-5,-2
CCCNC(=O)N1CC2(CN(C(=O)COC)C2)c2c(n(C)c3cc(OC)ccc23)[C@@H]1CO,2,-5
O=C(C1CCCC1)N1CC2(C1)[C@H](c1ccccc1)[C@@H](CO)N2C(=O)CC1CC1,-4,-6
CCS(=O)(=O)N1CC(=O)N2[C@H](CO)[C@@H](c3ccc(C#CCC4CCCC4)cc3)[C@H]2C1,-2,0
COc1ccc(NC(=O)N2[C@@H]3CNC[C@H]2C3c2ccc(-c3ccc(C)cc3)cc2)cc1 (stereo partly drawn),3&3,3&0
Oc1cccc(-c2sc3ccccc3c2-c2ccc(OCCN3CCCCC3)cc2)c1,-1,-4

# Ordered by molar mass (falling): five of the compounds above
SMILES,ERp5 block,SIRT5 block
CC(C)CC#Cc1ccc([C@H]2[C@H](CO)N3C(=O)CN(C(=O)c4ccc5c(c4)OCO5)C[C@@H]23)cc1,1,-6
O=C(Cc1ccccc1)N1CC(=O)N2[C@@H](CO)[C@H](c3ccc(Br)cc3)[C@@H]2C1,5,0
CCS(=O)(=O)N1CC(=O)N2[C@H](CO)[C@@H](c3ccc(-c4ccccc4)cc3)[C@@H]2C1,-3,0
CCOc1cc(/C=N/NC(=O)C(N)=O)cc(Br)c1O,-6,9
COC(=O)C(C(=O)Nc1cccc(Cl)c1C)C1CCCC1 (stereo not drawn),1,-8

# In the list so far, these contain a thiophene ring, fused or not.
SMILES,ERp5 block,SIRT5 block
O=C(CSc1nnc(CNC(=O)c2cccs2)o1)Nc1ccccc1,3,-4
CCOC(=O)C1=C(C)NC(c2cccs2)C(=O)N1 (stereo not drawn),-1,0
Oc1cccc(-c2sc3ccccc3c2-c2ccc(OCCN3CCCCC3)cc2)c1,-1,-4

# This is a subset; the hit share may differ from the screen's.
